# Source: PubChem (several laboratories)
# GPR35 arrestin U2OS = GPR35 antagonists blocking zaprinast-driven arrestin recruitment, primary screen, imaging, U2OS, beta-arrestin-GFP, zaprinast agonist (AID 2058); U2OS GPR35 beta-arrestin-GFP translocation imaging, zaprinast antagonism; higher % means a stronger effect; inhibition, % at 10 µM, or IC50 in µM where a hit was titrated; actives 0.052% (n = 290,000);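 active = inhibition of at least 50% with at least 30 cells and total cytoplasm GFP at most 10,000,000; inconclusive = under 30 cells or total GFP of 10,000,000 plus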
# GPR55 LPI antagonism = GPR55 antagonists blocking LPI-driven arrestin recruitment, primary screen, imaging, U2OS, beta-arrestin-GFP, LPI agonist (AID 2013); inhibition, % at 10 µM, or IC50 in µM where a hit was titrated; G-protein coupled receptor 55 (Homo sapiens); actives 0.13% (n = 290,000); U2OS GPR55 beta-arrestin-GFP translocation imaging, LPI antagonism; higher % means a stronger effect;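 active = spots per cell inhibited over 60%, with over 100 cells counted and total cytoplasm intensity under 500,000; inconclusive = wells with under 100 cells, flagged as likely toxic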;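 note: U2OS cells stably carrying GPR55 and arrestin-GFP stimulated by 5 µM LPI near EC80; imaged beta-arrestin-GFP aggregate spots per cell after agonist stimulation; plate controls were LPI-stimulated DMSO wells for no effect and DMSO wells without LPI for full effect; some results filed as inactive read as strong as hits; confirmed hits need IC50 under 10 µM and bright autofluorescent wells are also inconclusive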
# Siah-1 displacement = Siah-1 peptide-binding antagonists, primary screen, biochemical, fluorescence polarization, rhodamine-plectin, uHTS (AID 1817); one-dose displacement, % at 20 µM; IC50 in µM for titrated hits; actives 0.02% (n = 290,000); Siah-1 / rhodamine-plectin peptide fluorescence polarization; higher % means a stronger effect; E3 ubiquitin-protein ligase SIAH1 (Homo sapiens);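 active = displacement of at least 50% at 20 µM, with a fluorescence ratio check between 0.3 and a set limit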;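 note: plate controls were Siah plus tracer with DMSO for no effect and tracer alone without Siah for full effect; strong numbers were not always called active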
# Myeloid diff 2 = induction of myeloid progenitor differentiation, primary screen, cell-based, flow cytometry, MLPCN library; ER-HoxA9 myeloid progenitors, lysozyme-GFP differentiation; calls only at 10 µM; actives 1% (n = 360,000); AID 624256, 2012;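 active = normalized GFP-positive differentiation at or above the plate's own cutoff, the solvent-only control mean plus 3 SD; inconclusive = no clear call, values can overlap the other calls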;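 note: cells exposed to compound for four days before flow analysis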
# Rac1 GTP hydrolysis = MgcRacGAP GTPase-activating activity inhibitors, confirmation, biochemical, ADP Hunter fluorescence; MgcRacGAP-stimulated Rac1 GTP hydrolysis, ADP Hunter fluorescence; higher % means a stronger effect; GST-tagged Rac1 F28L mutant substrate; inhibition, % at 30 µM; hits with a dose series show IC50 in µM; actives 0.6% (n = 340,000);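 active = first-screen hits whose inhibition reached a set limit at any dose in the follow-up dose series; inconclusive = inhibition above the set first-screen limit but never retested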;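 note: fluorescence reports GDP produced by GAP-driven GTP hydrolysis; strong numbers were not always called active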
# HIV peptide binding = inhibitors of HIV fusion peptide binding, primary screen, biochemical, uHTS, fluorescence dequenching (AID 1986). cell-free peptide binding, fluorescence dequenching, 30 min; higher % means a stronger effect. one-dose inhibition, % at 20 µM; IC50 in µM for titrated hits. actives 0.3% (n = 290,000); in the data active = inhibition mostly above about 52%, no sharp cut-off; inactive = mostly below about 76%; note: some results filed as inactive read as strong as hits
# LYP phosphatase = inhibitors of LYP phosphatase, biochemical, fluorescence intensity, uHTS (AID 1779). recombinant LYP phosphatase, fluorescence intensity; higher % means a stronger effect. inhibition, % at 11.5 µM; hits with a dose series show IC50 in µM. Tyrosine-protein phosphatase non-receptor type 22 (Homo sapiens). actives 0.054% (n = 290,000); in the data active = inhibition above about 50%;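 note: plate controls were vehicle with enzyme for no effect and no enzyme for full effect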
# NTR1 ag = agonists of NTR1, primary screen, imaging, U2OS cells, beta-arrestin-GFP, high content (AID 493036) | actives 0.17% (n = 330,000) | NTR1-U2OS beta-arrestin-GFP spot imaging, agonist mode | activation, % at 20 µM | Neurotensin receptor type 1 (Homo sapiens), P30989;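 active = activation at or above 40% of the spot to cytoplasm intensity ratio, with at least 20 cells analyzed; inconclusive = wells under 20 cells, flagged as cytotoxic or low count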;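 note: 0% = DMSO without peptide and 100% = 100 nM NTR1 peptide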
# Target sequence (P30989 whole entry, looked up): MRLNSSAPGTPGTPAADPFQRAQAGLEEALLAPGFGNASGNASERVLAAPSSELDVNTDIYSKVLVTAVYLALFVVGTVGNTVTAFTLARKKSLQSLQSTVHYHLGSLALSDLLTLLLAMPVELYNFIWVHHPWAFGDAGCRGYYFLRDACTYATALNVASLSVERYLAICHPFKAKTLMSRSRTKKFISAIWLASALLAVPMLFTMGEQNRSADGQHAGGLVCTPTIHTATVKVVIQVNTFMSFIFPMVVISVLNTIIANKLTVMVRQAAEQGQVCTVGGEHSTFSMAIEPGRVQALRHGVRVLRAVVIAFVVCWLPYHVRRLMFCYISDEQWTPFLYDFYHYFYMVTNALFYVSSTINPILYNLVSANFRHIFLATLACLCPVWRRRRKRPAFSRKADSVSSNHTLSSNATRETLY
# Salmonella PhoP GFP = inhibitors of PhoP regulon expression, primary screen, Salmonella Typhimurium, GFP reporter (AID 1863) | actives 0.16% (n = 300,000) | inhibition, % at 50 µM; hits with a dose series show IC50 in µM | S. Typhimurium PhoP-regulated promoter GFP reporter, 4 h; higher % means a stronger effect;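 active = inhibition over 29.93%, a cutoff 3 SD above the screen mean, later confirmed by dose response; inconclusive = inhibition over 29.93% but no dose response follow-up; inactive = inhibition at most 29.93% or unconfirmed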;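 note: 0% = low Mg2+ inducing control and 100% = high Mg2+ repressing control; strong numbers were not always called active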
# NTR1 ag cell count 20 µM = recorded beside NTR1 ag, whose call it bears; cell count; measured here: cell count, cytotoxicity flag
# Myeloid diff 2 GFP+ MAC1+ % = recorded beside Myeloid diff 2, whose call it bears; GFP+ MAC1+ double positive, %; measured here: differentiation confirmed by MAC1 staining
# Numbers without * were called inactive; i = inactive; ? = inconclusive; / = no result given; + = active, no number.
SMILES,GPR35 arrestin U2OS,GPR55 LPI antagonism,Siah-1 displacement,Myeloid diff 2,Myeloid diff 2 GFP+ MAC1+ %,Rac1 GTP hydrolysis,HIV peptide binding,LYP phosphatase,NTR1 ag,NTR1 ag cell count 20 µM,Salmonella PhoP GFP
CCOC(=O)N1CCN(S(=O)(=O)c2ccc(OCC)cc2)CC1,-5%,3%,-1%,i,2.0,3%,0.6%,-6%,0.6,38,28%
CCOC(=O)CN(C(=O)CSc1nnc2c(n1)[nH]c1ccccc12)c1ccccc1,-2%,5%,2%,i,0.8,4%,3.0%,2%,1.0,78,13%
COc1ccc(-n2c(C)nc3c(cnn3-c3ccc(C)cc3)c2=O)cc1,6%,10%,1%,i,0.5,5%,0.0%,0%,-3.6,4,1%
COc1cc(N=Cc2c(CO)cnc(C)c2O)cc(OC)c1OC,1%,2%,-4%,i,0.9,16%,-1.1%,-12%,0.3,64,12%
CCCCCCC(=O)Nc1nnc(CC)s1,-4%,-11%,-1%,i,0.5,5%,0.7%,-1%,3.6,86,2%
O=C1CC(NCc2cccs2)C(=O)N1c1ccc(Cl)cc1 (configuration not stated),7%,-3%,1%,i,0.8,9%,-0.1%,-9%,0.1,47,21%
Cc1nn(-c2ccccc2Cl)c2sc(C(=O)Nc3nnc(C4CC4)s3)cc12,2%,6%,5%,i,0.0,11%,-0.1%,-4%,1.1,69,-2%
Cc1ccc(COc2ccc(/C=N/NC(=O)CN3CCCCC3)cc2)cc1,7%,14%,8%,i,0.2,3%,-0.3%,-3%,-1.0,43,4%
CCOC(=O)/C(C#N)=C/c1cc(C)n(-c2ccc(C)cc2)c1C,-4%,19%,-2%,i,0.3,10%,-1.5%,-4%,5.2,45,13%
Cc1cc(NC(=O)NC(=O)c2ccccc2)no1,2%,7%,2%,i,1.8,9%,-0.6%,-8%,-0.5,66,-1%
CCOc1ccc(S(=O)(=O)NNC(=O)c2cc3ccccc3o2)cc1,3%,-2%,0%,i,1.2,2%,2.0%,-10%,1.6,56,-3%
COc1cc2c(cc1OC)C1Cc3ccc(OC)c(OC)c3C[N+]1([O-])CC2 (configuration not stated),-7%,8%,3%,i,0.6,-1%,0.4%,-4%,0.4,43,-4%
COc1ccc(C2C3=C(CC(C)(C)CC3=O)N(CCN3CCOCC3)C3=C2C(=O)CC(C)(C)C3)cc1,-19%,9%,-5%,i,0.2,5%,-0.3%,-5%,1.4,62,-9%
CCOc1cc(N2CCOCC2)c(OCC)cc1NC(=O)CN1C(=O)C2CC=CCC2C1=O (configuration not stated),2%,-1%,0%,i,0.7,4%,-2.2%,-5%,7.2,48,-8%
CC1=C(C(=O)OCc2ccccc2)C(/C=C/c2ccccc2)N2C(=O)CCSC2=N1 (configuration not stated),-11%,7%,6%,i,0.6,-1%,-1.2%,3%,2.9,44,1%
COc1ccc2c(c1OC)C(=O)N1C(C(=O)O)Cc3c([nH]c4ccccc34)C21 (configuration not stated),1%,2%,4%,i,1.2,13%,-1.1%,-11%,-0.2,80,-11%
COc1ccc2oc(C(=O)OCC(=O)NCCN3C(=O)CSC3=O)c(C)c2c1,30%,12%,5%,i,0.4,8%,1.5%,-10%,-0.2,44,2%
CC(NC(=O)CNC(=O)c1sc2ccccc2c1Cl)c1cccnc1 (configuration not stated),-4%,-1%,-4%,i,2.8,8%,0.2%,3%,-0.1,48,-4%
O=C1CC(N(CCc2ccccc2)C(=S)Nc2ccccc2)C(=O)N1c1ccccc1 (configuration not stated),-10%,-1%,0%,i,1.4,-2%,5.9%,2%,20,68,3%
Cc1cc(C)cc(NC(=O)CCN2CCCC2)c1,-12%,6%,5%,+,1.6*,3%,0.1%,1%,0.0,32,/
O=C(NCc1cccnc1)C1CC(=O)N(c2ccc(Cl)cc2)C1 (configuration not stated),-5%,-5%,2%,i,0.6,-2%,2.9%,10%,3.5,73,-3%
Cc1ccc(NC(=O)CN2C(=O)S/C(=C\c3ccccn3)C2=O)cc1C,0%,11%,0%,i,1.0,6%,2.3%,-2%,-0.4,43,-6%
CCOC(=O)CN1C(=O)N[C@@H](c2ccccc2)C(C(C)=O)=C1C,-5%,9%,8%,i,0.2,5%,0.2%,-5%,0.0,98,2%
O=C(Nc1ccccc1)Nc1nc2ccccc2s1,-10%,-14%,7%,i,0.8,9%,0.9%,0%,-0.9,56,-1%
COc1ccc(OCC(=O)NCCCCCCNC(=O)COc2ccc(OC)cc2)cc1,-4%,-1%,-2%,?,/,1%,-0.4%,-3%,1.0,52,2%
Cc1ccc(S(=O)(=O)N2CCN(c3nc(C(C)C)c4c(c3C#N)CC(C)(C)OC4)CC2)cc1,13%,2%,-1%,i,0.5,6%,-1.7%,5%,3.2,44,-5%
COc1cc(-c2cc(=O)c3c(O)c(OC)c(OC)c(O)c3o2)ccc1O,-16%,4%,-5%,i,1.8,?,14%,-9%,-0.1,83,-4%
CC(CCc1ccccc1)NC(=O)COC(=O)c1ccccc1O (configuration not stated),-9%,-2%,-2%,i,0.3,8%,-1.9%,-5%,-0.3,59,-4%
COc1ccc(C(=O)NNC(=O)c2ccccc2[N+](=O)[O-])cc1[N+](=O)[O-],17%,14%,2%,i,0.1,4%,-0.7%,-5%,0.5,39,-1%
CC(=O)Nc1ccc(NC(=O)COC(=O)c2c3c(nc4ccccc24)CCN(Cc2ccccc2)C3)cc1,1%,-4%,2%,i,0.6,6%,3.2%,1%,1.5,80,18%
CCc1ccc(-c2cc(C)no2)cc1S(=O)(=O)Nc1ccccn1,-3%,0%,0%,i,1.7,8%,-1.2%,-5%,1.1,55,7%
Nc1ccccc1N1CCN(C(=O)c2ccccc2)CC1,4%,6%,-1%,i,0.7,13%,-1.5%,-5%,0.1,33,5%
O=C(NC12CC3CC(CC(C3)C1)C2)C1CC(=O)N(c2ccccc2)C1 (configuration not stated),-4%,-4%,6%,i,0.2,4%,0.8%,-6%,0.6,63,1%
O=C(O)CCCC(=O)Nc1ccc(C(=O)NCc2cccnc2)cc1,8%,-6%,-2%,i,2.0,10%,-0.9%,-12%,-1.8,97,-4%
COc1ccc(C(=O)n2cnc(N)n2)cc1,-8%,26%,2%,i,0.5,5%,-2.6%,-6%,-1.2,69,14%
CC(=O)Nc1cccc(Cl)c1C(=O)O,20%,-10%,2%,i,1.4,-4%,-1.2%,-6%,-0.3,58,4%
COc1cc(C(c2sc3nc(C)nn3c2O)N2CCOCC2)cc(OC)c1OC (configuration not stated),-11%,3%,21%,i,1.3,5%,3.0%,-9%,3.2,60,25%
C=CCn1c(SCC(=O)NC2CC2)nnc1C1CC1,3%,3%,1%,i,1.3,9%,2.8%,1%,0.0,69,-6%
Cc1cc(N)n(-c2ccccc2C)n1,6%,-5%,-6%,i,1.0,4%,-1.7%,-5%,-0.8,34,-2%
COc1ccccc1-c1cnnc(N/N=C/c2ccc(-c3cccc(Br)c3)o2)n1,-11%,13%,-2%,i,4.2,6%,-2.2%,-5%,4.9,78,3%
O=C(COc1cc(O)c2c(=O)cc(-c3ccccc3)oc2c1)c1ccccc1,0%,/,-2%,i,0.2,16%,-1.3%,-9%,9.5,46,-2%
O=C(Nc1ccc([N+](=O)[O-])cn1)c1cccnc1,6%,-4%,-2%,i,0.5,8%,-0.6%,-5%,0.4,53,-5%
CCN(C(=O)Cn1cnc2cc([N+](=O)[O-])ccc2c1=O)C1CCS(=O)(=O)C1 (configuration not stated),5%,4%,-3%,i,0.1,8%,3.6%,-4%,-0.2,60,-2%
O=C1CCCC2=C1C(c1ccc(O)c(O)c1)c1c(ccc3ncccc13)N2 (configuration not stated),10%,8%,7%,i,0.5,/,11%,-2%,0.1,50,-8%
O=C(Cc1ccc(F)cc1)N1CCN(c2ccc([N+](=O)[O-])cc2)CC1,-11%,-18%,4%,+,0.9*,8%,-0.9%,-6%,-0.1,48,8%
O=C(c1ccc(F)c(F)c1)N1CCC2(CC1)NCCc1[nH]cnc12,22%,5%,-4%,i,0.0,-23%,-1.7%,-4%,-0.2,54,7%
CCOC(=O)CN1C(=O)C(=O)N(Cc2ccccc2)C1=O,-6%,1%,-7%,/,/,2%,-2.1%,-1%,1.9,46,5%
O=C(O)CCCC(=O)N1CCc2cc(S(=O)(=O)N3CCc4ccccc43)ccc21,5%,10%,2%,i,2.9,5%,0.0%,-1%,2.1,50,11%
CCOC1=C/C(=C/c2c(N)n3oc(C)cc3nc2=O)C=CC1=O,-6%,-9%,1%,/,/,/,1.3%,1%,1.1,44,-12%
Fc1ccccc1COc1ccc(Br)cc1CNCC1CCCO1 (configuration not stated),-7%,-3%,1%,i,0.7,6%,-0.3%,-1%,4.0,32,-1%
Cc1ccc(CN2CC(C(=O)Nc3ccncc3)CC2=O)cc1 (configuration not stated),15%,12%,-1%,i,1.1,8%,1.5%,-1%,0.8,38,-3%
Cc1ccc(OCC(=O)NNC(=O)CCc2ccccc2)cc1,18%,-1%,0%,i,7.3,16%,-0.7%,-4%,5.9,44,18%
O=C(COC(=O)/C=C/c1nc2ccccc2s1)Nc1cccc2ccccc12,-7%,-7%,-1%,i,0.5,6%,0.5%,-7%,1.5,47,-15%
CSc1ccccc1NC(=O)CO/N=C(\C)c1cc2ccccc2o1,8%,-8%,5%,i,0.2,3%,-3.2%,-2%,3.2,71,0%

# Ordered by length of the SMILES (falling): part of the list above
SMILES,GPR35 arrestin U2OS,GPR55 LPI antagonism,Siah-1 displacement,Myeloid diff 2,Myeloid diff 2 GFP+ MAC1+ %,Rac1 GTP hydrolysis,HIV peptide binding,LYP phosphatase,NTR1 ag,NTR1 ag cell count 20 µM,Salmonella PhoP GFP
Cc1ccc(CN2CC(C(=O)Nc3ccncc3)CC2=O)cc1 (configuration not stated),15%,12%,-1%,i,1.1,8%,1.5%,-1%,0.8,38,-3%
Cc1ccc(OCC(=O)NNC(=O)CCc2ccccc2)cc1,18%,-1%,0%,i,7.3,16%,-0.7%,-4%,5.9,44,18%
Fc1ccccc1COc1ccc(Br)cc1CNCC1CCCO1 (configuration not stated),-7%,-3%,1%,i,0.7,6%,-0.3%,-1%,4.0,32,-1%
